TbHK1 inh: blocks Trypanosoma brucei hexokinase 1 activity | recombinant TbHK1, G6PDH-coupled NADH A340 | inhibition, % at 10 µM | 0.11% of 220,000 active | AID 1430;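 active = inhibition of 50% or more in the single-dose primary screen; inactive = inhibition below 50%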
p97 inhibitor: inhibitors of human p97 ATPase; P55072; inhibition, % at 8 µM; recombinant p97 ATPase, Kinase-Glo ATP luminescence, 3 h; AID 1481; 0.42% of 220,000 active; in the data active = inhibition above about 15%;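 also: 0% = DMSO vehicle and 100% = wells lacking enzyme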
Calpain2 inh: calpain II (pig) inhibition; 0.37% of 220,000 active; purified calpain II, fluorogenic peptide substrate, 30 min; inhibition, % at 16 µM;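 active = inhibition above about 50%, limit read from the data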
EBV gp42 block: EBV gp42 inhibition; Fluorescence polarization binding assay, mP read-out; inhibition, % (tested at 21.74 µM); 0.42% of 220,000 active; in the data active = inhibition above about 50%
Runt-CBFb FRET: Runt domain-CBFb interaction inhibition | Q01196+Q13951 | Cerulean-Runt/Venus-CBFb FRET ratio 530/480, 1 h | inhibition, % at 20 µM | 0.46% of 220,000 active | AID 1496;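 active = inhibition over about 50% at 20 µM in the single-dose screen, limit read from the data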;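 also: 0% = DMSO wells and 100% = excess unlabeled CBFb competitor control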
Target sequence (Q01196 whole entry, looked up, the tested form may be a part): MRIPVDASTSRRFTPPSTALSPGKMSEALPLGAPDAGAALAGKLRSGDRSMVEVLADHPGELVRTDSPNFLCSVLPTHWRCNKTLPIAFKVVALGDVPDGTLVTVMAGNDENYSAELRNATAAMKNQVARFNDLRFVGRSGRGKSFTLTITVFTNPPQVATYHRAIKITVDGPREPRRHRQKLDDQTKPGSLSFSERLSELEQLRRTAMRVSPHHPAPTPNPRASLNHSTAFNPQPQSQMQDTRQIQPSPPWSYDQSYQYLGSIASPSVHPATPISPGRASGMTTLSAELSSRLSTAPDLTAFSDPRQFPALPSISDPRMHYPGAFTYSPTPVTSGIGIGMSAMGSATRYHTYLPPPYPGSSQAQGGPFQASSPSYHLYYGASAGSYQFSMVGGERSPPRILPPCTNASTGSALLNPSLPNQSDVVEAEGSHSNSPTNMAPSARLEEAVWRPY
Target sequence (Q13951 whole entry, looked up, the tested form may be a part): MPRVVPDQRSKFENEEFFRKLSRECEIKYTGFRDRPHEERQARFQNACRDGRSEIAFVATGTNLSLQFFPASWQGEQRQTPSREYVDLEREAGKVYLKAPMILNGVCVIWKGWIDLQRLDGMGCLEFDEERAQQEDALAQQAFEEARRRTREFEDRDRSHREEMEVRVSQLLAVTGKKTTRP
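Assay system: Cerulean-tagged RUNX1 Runt domain (FRET donor) fusion protein / Amount: 100 nM each of Venus-CBFb and Cerulean-Runt domain / Medium: Tris buffer pH 7.5 with salts and BSA / Also added: Venus-CBFb 100 nM / Schedule: 1 h complex formation plus 1 h compound treatment, room temperature / Signal: FRET fluorescence / Read-out: loss of energy transfer signal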
RBBP9 inhibitor: human RBBP9 hydrolase inhibition | O75884 | recombinant RBBP9, FP-Rh probe fluorescence polarization | inhibition, % at 7.94 µM | 0.2% of 220,000 active;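 active = inhibition above the campaign mean of all tested compounds plus 3 SD, cut at about 14% in these data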;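 also: plate controls were DMSO wells with RBBP9 for no effect and wells lacking RBBP9 protein for full effect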
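Measured by – fluorescence polarization · Test system – RBBP9 protein · Input – 2.5 µM RBBP9 dispensing solution, before mixing · Measure – percent inhibition from mP, scaled between DMSO and no-protein wells · Benchmarks – DMSO-treated enzyme wells and wells lacking RBBP9 · Times – preincubation 30 min plus labeling 45 min at 25 °C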
p47phox inh: p47phox (human) inhibition; P14598; p47phox/p22phox peptide binding, fluorescence polarization, 2 h; inhibition, % at 24.7 µM; 0.53% of 220,000 active;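 active = inhibition above about 30%, limit read from the data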;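 also: 0% = p47phox with labelled peptide and 100% = labelled peptide alone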
Target sequence (P14598 whole entry, looked up): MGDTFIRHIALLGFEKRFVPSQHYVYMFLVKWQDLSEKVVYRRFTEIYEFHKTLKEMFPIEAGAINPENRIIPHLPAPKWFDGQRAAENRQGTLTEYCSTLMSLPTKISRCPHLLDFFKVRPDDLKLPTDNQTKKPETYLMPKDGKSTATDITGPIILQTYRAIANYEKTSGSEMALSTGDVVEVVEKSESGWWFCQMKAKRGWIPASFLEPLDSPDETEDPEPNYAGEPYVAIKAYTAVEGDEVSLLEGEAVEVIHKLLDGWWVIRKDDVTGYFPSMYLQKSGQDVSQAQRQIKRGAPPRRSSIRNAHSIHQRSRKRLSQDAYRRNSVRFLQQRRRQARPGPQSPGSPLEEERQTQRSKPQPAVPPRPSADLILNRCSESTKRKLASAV
Runt-SMMHC FRET: inhibitors of human RUNX1 Runt domain binding to CBFb-SMMHC | AID 1434 | 0.74% of 220,000 active | Cerulean-Runt/Venus-CBFb-SMMHC FRET ratio 530/480, 1 h | inhibition, % at 20 µM;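 active = mean inhibition across duplicate retests at 20 µM reaching about 50%, limit read from the data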;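 also: 0% = DMSO wells and 100% = wells with excess untagged CBFb-SMMHC; inhibitors lower the FRET ratio by blocking Runt binding to CBFb-SMMHC; some results filed as inactive read as strong as hits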
Furin inh: blocks human furin protease activity; P09958; purified furin, fluorogenic substrate cleavage; inhibition, % at 30 µM; 0.061% of 220,000 active; in the data active = inhibition above about 25%; also: inactives centre near -15
Numbers without * were called inactive; nt = no result given; [ ] = remark or other dose.

The first seven entries, to show the layout:
TbHK1 inh	p97 inhibitor	Calpain2 inh	EBV gp42 block	Runt-CBFb FRET	RBBP9 inhibitor	p47phox inh	Runt-SMMHC FRET	Furin inh	molecule
-5	1	14	-9	-13	-10	-6	-6	-10[20 µM]	CCOC(=O)c1c(NC(=O)CSc2nnc(-c3cccnc3)o2)sc(C)c1C
-10	-5	-15	-10	1	-8	-8	1	-20[20 µM]	Cc1cccc(NC(=O)NCC(F)(F)F)n1
-5	8	-1	9	4	-5	-12	7	-10	COc1ccc(CNC(=O)COC(=O)[C@H](Cc2c[nH]c3ccccc23)NC(=O)c2cccs2)cc1
37	-18	16	-71	0	-36	83*	15	-4	C=CCN1C=C/C(=C\C=C(C#N)C#N)c2ccccc21
5	5	-169	-10	-2	-3	-37	-3	-20[20 µM]	O=c1c2ccccc2c(C=Nc2ccc(Cl)cn2)c(O)n1-c1cc(Cl)ccc1N1CCOCC1
-12	0	23	4	2	-8	2	0	-13	O=C(Nc1cccc(Cl)c1N1CCCCC1)c1ccc(N2CCOCC2)c([N+](=O)[O-])c1
0	3	-12	-11	-3	-7	-20	0	-10	O=S(=O)(NCCc1ccccn1)c1ccc(F)c(F)c1

Main list, previewed entries included:
TbHK1 inh	p97 inhibitor	Calpain2 inh	EBV gp42 block	Runt-CBFb FRET	RBBP9 inhibitor	p47phox inh	Runt-SMMHC FRET	Furin inh	molecule
-5	1	14	-9	-13	-10	-6	-6	-10[20 µM]	CCOC(=O)c1c(NC(=O)CSc2nnc(-c3cccnc3)o2)sc(C)c1C
-10	-5	-15	-10	1	-8	-8	1	-20[20 µM]	Cc1cccc(NC(=O)NCC(F)(F)F)n1
-5	8	-1	9	4	-5	-12	7	-10	COc1ccc(CNC(=O)COC(=O)[C@H](Cc2c[nH]c3ccccc23)NC(=O)c2cccs2)cc1
37	-18	16	-71	0	-36	83*	15	-4	C=CCN1C=C/C(=C\C=C(C#N)C#N)c2ccccc21
5	5	-169	-10	-2	-3	-37	-3	-20[20 µM]	O=c1c2ccccc2c(C=Nc2ccc(Cl)cn2)c(O)n1-c1cc(Cl)ccc1N1CCOCC1
-12	0	23	4	2	-8	2	0	-13	O=C(Nc1cccc(Cl)c1N1CCCCC1)c1ccc(N2CCOCC2)c([N+](=O)[O-])c1
0	3	-12	-11	-3	-7	-20	0	-10	O=S(=O)(NCCc1ccccn1)c1ccc(F)c(F)c1
-7	1	-138	-35	-1	-5	-14	2	-25	CCc1ccc(OCC(=O)Nc2ccc(-c3nc4ccccc4o3)c(O)c2)cc1
5	-2	-1	-2	nt	-3	3	nt	-24	COc1cccc(CN2CCCC(CNC(=O)c3ccc(F)cc3)C2)c1OC (stereo not given)
4	2	-10	-12	0	-6	-6	0	-35	CC1CN(C(=O)C(C)Sc2nnnn2C)CC(C)O1 (stereo not given)
-4	2	3	-15	2	-4	-15	1	-32	COc1ccc(C(C(=O)NCC2CCCO2)N(C(=O)CNC(=O)c2cccs2)c2ccc(NC(C)=O)cc2)cc1OC (stereo not given)
2	5	3	-12	1	0	-2	-5	-15	N/C(=N\c1nc2ccccc2o1)NC(=O)c1cccc(Br)c1
2	-1	6	-18	-6	-5	-5	-5	-13	CSc1nc2sc3c(c2c(=O)n1C)CCC(C)C3 (stereo not given)
0	2	-7	-12	-2	-6	-3	3	-20[20 µM]	CCC(C)N=C1SCC(C)(/C=N/O)S1 (stereo not given)
-5	1	23	-11	-3	-5	-16	0	-11	Cc1ccc(NC(=O)CCCSc2ccccc2)cc1S(=O)(=O)N1CCOCC1
13	2	-15	-8	-2	-9	4	-51	-9	COc1ccc(OCC(=O)N/N=c2\oc3c(OC)cccc3cc2C(N)=O)cc1
-6	6	26	-12	4	9	-1	-6	-11	COc1ccc(C(=O)N2CC(c3ccccc3)CC2=O)cc1 (stereo not given)
-25	4	-9	-10	-4	2	-12	1	-14	CCOC(=O)/C(C#N)=C/c1cn(CCC(=O)O)nc1-c1cccc(Cl)c1
3	2	15	-8	0	-1	-9	3	-20	COc1ccc(NC(=O)C23CC4CC(C2)CC(c2ccc(C)cc2)(C4)C3)cc1
-45	2	-24	-23	49	-4	-26	126*	-63	CCCCNc1nc2sc3c(c2c(=O)n1-c1cccc(Cl)c1)CCN(C)C3
-12	1	0	-8	0	-5	-6	-2	-4	COc1ccc([N+](=O)[O-])cc1NC(=S)NC(C)=O
2	0	-11	-11	12	-3	-23	3	-3[20 µM]	N#Cc1ccc(N2CCCC2C(=O)O)c([N+](=O)[O-])c1 (stereo not given)
-14	13	-11	-35	4	-6	-86	4	-25	Cc1c(C(=O)OC/C(O)=C(\C#N)c2nc3ccccc3[nH]2)oc2ccc(Br)cc12
-7	5	5	-14	-2	-13	-8	4	-13	C[C@@H]1NC(=O)[C@H](CCC(=O)O)NC(=O)c2cc([N+](=O)[O-])cc(F)c2NCCC[C@@H](C(N)=O)NC1=O
5	-1	7	-8	17	-12	-4	-4	-28	CC(C)c1ccc(NC(=S)Nc2ccc3[nH]c(=O)[nH]c3c2)cc1
-1	1	-6	1	-3	-5	-6	1	-25	COc1ccc(-n2ccnc2SCC(=O)Nc2ccc(OC)cc2OC)cc1
3	4	-8	-6	2	10	6	0	-24	O=C(CSc1nnc(-c2ccncc2)n1CC1CCCO1)NCc1ccccc1 (stereo not given)
-3	-2	7	-16	-1	-7	-12	-2	-19	O=C(CN1C(=O)c2ccccc2C1=O)NCc1ccccn1
-2	5	13	0	-2	3	-5	4	-21[20 µM]	COc1ccc(C(CC(=O)O)NC(=O)COc2ccccc2)cc1 (stereo not given)
-1	2	-1	-16	-2	3	7	1	-10	O=C(NC1=C(Nc2ccc(F)cc2)C(=O)c2ccccc2C1=O)c1ccc(Cl)cc1
2	1	5	-4	0	0	-2	0	-5	OCCC1CN(Cc2cc3c(cc2Cl)OCO3)CCN1C1CCCCC1 (stereo not given)
-4	5	-20	-1	1	1	-18	-3	-22[20 µM]	COc1cc(C)c(CNC2CCCCC2)cc1C
1	-2	21	2	-2	-10	-1	-2	-22	COc1cc(OC)cc(C(=O)OCC(=O)Nc2ccc(F)cc2F)c1
-5	-2	9	1	-1	4	40*	-2	-20[20 µM]	O=c1c2ccccc2nc(CSc2nnnn2-c2ccccc2)n1-c1ccccc1Cl
-3	0	-21	0	0	-10	-5	-1	-22	Nc1ccc(N2CCN(c3ccccc3)CC2)c(F)c1
-5	-4	4	-7	-4	1	-7	3	-19	COc1ccc(-c2csc(COC(=O)C(C)(C)C)n2)cc1
-3	-1	-2	-4	0	-3	-18	-1	-22	COC(=O)c1sccc1NC(=O)Nc1cccc(F)c1
-3	0	9	9	0	-6	6	-8	-14	FC(F)(F)c1ccc(Oc2ccc(Cl)cc2Br)nc1
2	5	11	-18	6	2	-12	3	-16	CC(=O)c1cc2c(cc1NS(=O)(=O)c1ccccc1C)OCO2
-3	8	9	-2	-1	-4	7	-2	-28	O=C(CCl)N=c1sccn1Cc1ccc(Cl)cc1Cl
-10	5	-168	-7	-12	-6	6	-4	-22	CCCc1nc2ccccc2c(=O)n1NC(=O)c1c(O)c2ccccc2n(C)c1=O
-1	-3	30	55*	0	-6	3	0	-1	C/C(=N/OC(=O)c1c(-c2c(Cl)cccc2Cl)noc1C)c1cnccn1
4	-3	23	-3	1	-8	2	-1	-10	CN1C(=O)NC(c2ccccc2)C2=C1CN(Cc1ccco1)C2=O (stereo not given)
-6	2	18	-5	-2	0	nt	-1	-25	Cc1cc2ccccn2c1C(=O)c1ccc(S(=O)(=O)N(C)C)cc1
12	-5	-22	-10	2	-8	3	-2	-7[20 µM]	CCOc1ccccc1NC(=O)CSCC(=O)Nc1ccccc1
0	5	-27	-15	nt	-7	-6	nt	-31	O=C(O)c1sc2cccc(Cl)c2c1Cl
-13	6	-15	-7	0	5	-7	1	-12	COc1ccc(S(=O)(=O)N(CCC#N)Cc2ccco2)cc1OC
-13	2	-131	125*	-39	0	-44	-115	-28	Cc1c(N=C2N=C(NC(=O)c3cccs3)c3ccccc32)c(=O)n(-c2ccccc2)n1C
-4	-8	22	-2	3	-16	9	-5	-19	O=C(COc1ncnc2ccccc12)Nc1cc(S(=O)(=O)N2CCOCC2)ccc1Cl
4	-2	-19	1	-3	-8	-19	1	-24[20 µM]	O=S1(=O)C=C(Oc2ccc3ccccc3c2)c2ccccc21

Next part
TbHK1 inh	p97 inhibitor	Calpain2 inh	EBV gp42 block	Runt-CBFb FRET	RBBP9 inhibitor	p47phox inh	Runt-SMMHC FRET	Furin inh	molecule
-3	-4	18	-1	-3	-1	-2	0	-16	CC(=O)c1cnc(SCc2ccc(Cl)cc2)nc1C
-8	-2	-4	-11	3	-9	-11	1	-9[20 µM]	COC(=O)Cc1c(C)nc2nc(NCc3ccccc3OC)[nH]n2c1=O
-12	-7	-89	-2	1	-7	-10	3	-1	CCC(c1nnnn1CCc1ccccc1)N(Cc1ccco1)Cc1cc2c(C)ccc(C)c2[nH]c1=O (stereo not given)
0	-4	-106	-12	1	2	-26	-3	-21	O=C(CCc1nc(-c2ccccc2)no1)NCc1ccco1
-16	3	1	-15	0	-6	-15	1	-10	CCN(Cc1cc2cc(C)ccc2[nH]c1=O)C(=O)c1cccc([N+](=O)[O-])c1
0	2	-12	-16	4	-4	-1	2	-20	O=C(NCCCN1CCOCC1)c1sc2ccccc2c1Cl
4	-7	-26	-1	1	-13	-1	1	-9[20 µM]	Clc1ccc(Nc2ncn[nH]2)cc1
-7	-4	-23	-6	-1	1	-6	0	-15	COC(=O)CCCCC1SCC2NC(=O)NC21 (stereo not given)
-23	-2	nt	nt	nt	1	nt	-50	4[20 µM]	COC(=O)c1ccc(C2Nc3ccc(/C(C)=N/NC(=O)C(OC)c4ccccc4)cc3C3C=CCC32)cc1 (stereo not given)
3	-9	20	1	3	-12	8	3	-4	Cc1nc2ccc(NC(=O)CCS(=O)(=O)c3ccccc3)cc2s1
-11	-3	-29	-9	1	-14	-20	4	-22[20 µM]	Oc1ccc(Br)cc1-c1cc(-c2ccccc2)n[nH]1
-5	-2	-5	-17	-5	-6	-15	-120	-14	O=C(COC(=O)c1cccc(C(=O)OCC(=O)NC2CCCCC2)n1)NC1CCCCC1
-2	8	-243	-20	0	5	-4	0	-15	O=S1(=O)NC2CCCCCN2c2ccc(F)cc21 (stereo not given)
19	1	-13	-53	-6	-10	-8	1	-4	Cc1ccc(S(=O)(=O)N2CC(O)CC2C(=O)OCc2nc3sc(C)c(C)c3c(=O)[nH]2)cc1 (stereo not given)
-9	0	-43	2	-1	-14	-12	-6	-20[20 µM]	Cc1cc(C(=O)CSc2nc(N)cc(=O)[nH]2)c(C)n1CCc1ccc(F)cc1
-4	3	14	-6	1	5	-11	-1	-17	COc1ccc(CCC(=O)Nc2c(C)n(C)n(-c3ccccc3)c2=O)cc1
-11	-1	-61	-15	-2	-4	-74	-2	-16	CCOC(=O)N1CCN(C(=O)c2ccc3c(=O)n(Cc4ccc(Cl)cc4)c(=S)[nH]c3c2)CC1
4	-6	-38	-2	2	-4	-6	2	3[20 µM]	Cc1ccc(S(=O)(=O)NCCCNC(=O)N2CCOCC2)cc1
0	1	-32	3	-1	0	-20	-10	-12[20 µM]	COc1ccc(-c2cc(C(F)(F)F)nc(SCCC(=O)N3CCCC3)n2)cc1
9	-1	10	-12	-2	-1	-8	1	-17	Cn1c(Cn2c(=O)sc3ccccc32)nnc1SCC(=O)NC1CCCCC1
5	-8	-12	3	-3	-10	-17	2	-2[20 µM]	Cc1ccnc(NC(=O)CCC(=O)N(CC(=O)NCc2ccccc2)c2ccc3c(c2)OCO3)c1
-13	-2	nt	nt	nt	-5	nt	nt	-27[20 µM]	O=C(N/N=C/c1cc2c(cc1Cl)OCO2)c1ccccn1
-5	-1	7	4	0	-3	-3	-1	-14	CC(C)c1nc2ccc(Br)cn2c1NC1CCCC1
